# Screening data: PubChem BioAssay, NCI
# Growth percent in the NCI-60 one-dose screen (48 h, 10 µM unless noted): 100 = growth as untreated, 0 = no growth, -100 = all killed.
# HCC-2998 – HCC-2998 colon cancer. actives 4.7% (n = 79,000)
# SF-268 – SF-268 CNS cancer cells. actives 3.1% (n = 82,000). AID 1794759
# SNB-19 – SNB-19 CNS cancer cells | actives 2.5% (n = 81,000) | AID 1794751
# KM12 – KM12 colon cancer cells; AID 1794800; actives 5% (n = 82,000)
# HCT-116 – HCT-116 colon cancer; actives 7.3% (n = 82,000)
# SW-620 – SW-620 colon cancer | actives 5.2% (n = 82,000) | AID 1794795
# HT29 – HT29 colon cancer. actives 7.4% (n = 81,000)
# SNB-75 – SNB-75 CNS cancer; actives 5% (n = 79,000)
# HCT-15 – HCT-15 colon cancer | actives 5.2% (n = 82,000) | AID 1794746
# An asterisk follows results filed as active; · = not tested or not shown; & = joins results of further samples. The calls were made as follows: active = growth percent below 10; inactive = the rest.
nr | canonical_smiles | HCC-2998 | SF-268 | SNB-19 | KM12 | HCT-116 | SW-620 | HT29 | SNB-75 | HCT-15
1 | CCOC(=O)c1c2ncccc2n2c(=O)n(-c3ccccc3)nnc12 | 106.6 | 102.1 | · | 113.7 | 104.8 | 118.0 | 120.1 | 88.7 | 103.2
2 | CCOC(=O)/C(O)=C1\CC=CC1=O | 98.7 | 104.4 | 104.3 | 101.8 | 109.1 | 107.3 | 96.3 | 95.4 | 101.4
3 | Cc1ccc(/C=N/NC(=O)c2ccc3cccc(O)c3n2)cc1 | 105.8 | 97.0 | 97.9 | 96.8 | 84.6 | 100.1 | 104.9 | 88.4 | 89.9
4 | CC(=O)N1N=C(c2ccc(Cl)cc2)CC1c1c(C)nn(-c2ccccc2)c1N1CCOCC1 (stereo not drawn) | 97.7 | 84.4 | 88.3 | 97.5 | 86.0 | 89.5 | 81.7 | 87.8 | 96.3
5 | CCCCCCCCCOC(=O)NC1c2ccccc2Oc2ccccc21 | 92.9 | 91.6 | 97.7 | 101.7 | 77.9 | 93.5 | 89.4 | 97.8 | 98.7
6 | CCn1cc(C(=O)O)c(=O)c2cc(F)c(N3CCN(CC(=O)Nc4ccc(OC)cc4)C(C)C3)c(F)c21 (stereo not drawn) | 100.1 | 91.8 | 106.7 | 100.3 | 100.3 | 103.1 | 113.2 | 87.2 | 100.8
7 | O=C1/C(=C\C=C/c2ccccc2)SC(=S)N1CCc1ccc(O)cc1 | 117.9 | 94.5 | 97.6 | 95.0 | 98.3 | 108.6 | 117.5 | 93.1 | 90.9
8 | CC(C)Cc1ccc(C(C)C(=O)NCc2ccc(Cn3c(=O)sn(CCI)c3=O)cc2)cc1 (stereo not drawn) | 83.4 | 96.6 | 88.1 | 102.9 | 66.6 | 66.4 | 40.8 | 81.3 | 78.0
9 | CC(C)c1ccc(S(=O)(=O)Nc2sc3c(c2C#N)CCC(=O)C3)cc1 | 108.4 | 98.3 | 101.0 | 95.5 | 79.1 | 81.7 | 117.0 | 94.4 | 88.8
10 | Nc1c(C(=O)Nc2ccccc2C(F)(F)F)sc2nc3c(cc12)CCCC3 | 103.9 | 86.4 | 97.2 | 92.7 | 86.6 | 96.1 | 100.6 | 87.0 | 52.9
11 | O=C(N/N=C/c1ccc(F)cc1)c1ccccc1Nc1cccc(C(F)(F)F)c1 | 106.8 | 82.6 | 90.2 | 91.4 | 111.3 | 96.0 | 117.9 | 99.5 | 85.6
12 | CC(=O)C(C)Cc1cc2c(cc1C)C(C)(C)CCC2(C)C (stereo not drawn) | 101.9 | 100.0 | 116.5 | 104.5 | 95.1 | 102.5 | 93.3 | 96.4 | 96.7
13 | CC(=O)OCC1OC(n2ccc(=S)[nH]c2=O)C(OC(C)=O)C1OC(C)=O (stereo not drawn) | · | 101.3 | 110.4 | 110.1 | 101.4 | 101.7 | 114.3 | 91.5 | 105.6
14 | CC(=O)Oc1ccccc1C(=O)Oc1ccc(/C=C/c2cc(OC(=O)c3ccccc3OC(C)=O)cc(OC(=O)c3ccccc3OC(C)=O)c2)cc1 | 108.6 | 94.1 | 95.2 | 85.0 | 92.7 | 94.9 | 98.2 | · | 97.2
15 | C=C1C(=O)O[C@H]2[C@H]1CC/C(Cn1cc(Cn3ccc4cc(Cl)ccc43)nn1)=C\CC[C@@]1(C)O[C@@H]21 | 39.1 | 18.4 | 53.5 | 52.0 | -91.5* | -75.7* | -43.3* | · | -47.1*
16 | C#CCN1CCOCC1 | 122.1 | 101.5 | 113.7 | 96.8 | 95.3 | 93.2 | 104.6 | 102.5 | 102.2
17 | O=C(O)c1c(-c2ccccc2)cnc2ccccc12 | 104.7 | 104.9 | 101.7 | 103.2 | 102.3 | 101.7 | 101.6 | 70.2 | 100.9
18 | O=C1c2ccccc2NC(n2sc3ccccc3c2=O)N1c1ccc(Cl)cc1 (stereo not drawn) | 108.3 | 88.5 | 100.9 | 94.7 | 62.7 | 86.9 | 96.5 | 94.1 | 59.8
19 | Nc1ccccc1SC1CC(=O)N(c2ccccc2Cl)C1=O (stereo not drawn) | 94.6 | 109.7 | 95.3 | 114.3 | 97.1 | 93.2 | 103.8 | 81.5 | 97.7
20 | CC(=O)N1N=C(c2ccc3c(c2)OCO3)CC1c1ccccc1 (stereo not drawn) | 101.6 | 95.2 | 97.5 | 106.4 | 109.8 | 106.1 | 105.5 | 134.2 | 105.2
21 | Cc1nc(Nc2nc(-c3ccncc3)nc(C(Cl)(Cl)Cl)n2)sc1C | 116.2 | 101.0 | 102.6 | 104.3 | 96.5 | 110.1 | 113.1 | 100.5 | 106.9
22 | CCCCCC#Cc1ccc(C(=O)c2c(CCCC)oc3ccc([N+](=O)[O-])cc23)cc1 | 92.6 | 89.5 | 107.0 | 91.8 | 73.7 | 89.9 | 78.2 | 102.9 | 93.0
23 | CCCCC/C(=C(\C#N)C(=O)OCC)c1ccccc1 | 101.0 | 99.7 | 98.2 | 98.1 | 96.6 | 107.7 | 109.8 | 107.8 | 96.9
24 | NS(=O)(=O)c1cc2c(cc1Cl)NC=NS2(=O)=O | 93.4 | 108.6 | 107.2 | 105.7 | 98.0 | 111.5 | 94.7 | 96.3 | 102.5

# Compound profiles, from the list above. Values in the order: HCC-2998, SF-268, SNB-19, KM12, HCT-116, SW-620, HT29, SNB-75, HCT-15
# NS(=O)(=O)c1cc2c(cc1Cl)NC=NS2(=O)=O in the list: 93.4, 108.6, 107.2, 105.7, 98.0, 111.5, 94.7, 96.3, 102.5
# CCCCC/C(=C(\C#N)C(=O)OCC)c1ccccc1 in the list: 101.0, 99.7, 98.2, 98.1, 96.6, 107.7, 109.8, 107.8, 96.9
# O=C1c2ccccc2NC(n2sc3ccccc3c2=O)N1c1ccc(Cl)cc1 (stereo not drawn) in the list: 108.3, 88.5, 100.9, 94.7, 62.7, 86.9, 96.5, 94.1, 59.8

# (list continues)
nr | canonical_smiles | HCC-2998 | SF-268 | SNB-19 | KM12 | HCT-116 | SW-620 | HT29 | SNB-75 | HCT-15
25 | O=C(O)C(CCCc1ccccc1)C(=O)O | 119.3 | 124.1 | 110.2 | 131.1 | 121.1 | 111.5 | 101.9 | 86.9 | 119.7
26 | Cc1cc(N=C2NC(=O)/C(=C/c3ccco3)S2)no1 | 105.3 | 98.0 | 94.7 | 102.1 | 89.8 | 117.9 | 125.4 | 117.5 | 90.3
27 | CN(Cc1cnc2nc(N)nc(N)c2n1)c1c(Cl)cc(C(=O)NC(CCC(=O)O)C(=O)O)cc1Br (stereo not drawn) | 77.4 | 24.5 | 44.5 | 24.6 | 15.4 | 25.7 | 21.4 | 53.9 | 34.4
28 | CCOc1ccc(N=Nc2ccc(/C=C/c3ccc(N=Nc4ccc(OCC)cc4)cc3S(=O)(=O)O)c(S(=O)(=O)O)c2)cc1 | 107.8&103.3 | 98.8&108.0 | 103.4&103.1 | 102.3&112.5 | 94.9&107.0 | 106.4&94.8 | 100.3&133.1 | 88.0&79.5 | 102.8&107.6
29 | COc1ccc(-c2cc(-c3c(C)nn(-c4ccccc4)c3Cl)cc(-c3ccc(OC)cc3)n2)cc1 | 99.7 | 108.5 | 95.9 | 93.4 | 95.6 | 101.2 | 93.8 | 84.6 | 103.7
30 | COc1ccc2c(c1)sc1nc(-c3ccc(Br)cc3)cn12 | 114.7 | 118.2 | 115.1 | 102.1 | 92.4 | 101.1 | 107.7 | 111.7 | 110.5
31 | CCOc1ccc(NC2=C(Cl)C(=O)c3nc(C)ccc3C2=O)cc1 | -55.7* | 32.3 | 44.7 | 57.4 | -83.6* | -55.3* | 15.9 | 96.5 | -83.2*
32 | COc1ccc(CC2c3cc(OC)c(OC)cc3CC[N+]2(C)CCC(=O)OCCCCCOC(=O)CC[N+]2(C)CCc3cc(OC)c(OC)cc3C2Cc2ccc(OC)c(OC)c2)cc1OC (stereo not drawn) | 105.1 | 87.6 | 103.9 | 101.4 | 88.5 | 100.1 | 96.0 | 63.4 | 101.7

33. Cn1ccnc1C(=O)/C=C/c1ccc(C(=O)Nc2ccccc2F)cc1
34. O=C(Nc1ccc(Br)cc1)C1(C(=O)Nc2ccc(Oc3ncnc4scc(Nc5n[nH]c(=S)s5)c34)cc2)CC1
35. O=C(CN1CCN(c2cc(=O)n(-c3ccccc3)c3ccccc23)CC1)Nc1ccc(F)cc1
36. O=C1NN(C(=S)N/N=C/c2ccc(Cl)cc2)C(=O)C2C=CC=CC12 (stereo not drawn)
37. O=C(O)c1ccccc1Nc1cccc2c1C(=O)c1cccc(Nc3ccccc3C(=O)O)c1C2=O
38. O=C1CSC(=S)N1CCc1ccccc1

assay / compound	33	34	35	36	37	38
HCC-2998	88.0	104.8	94.4	75.4	127.4	106.0
SF-268	24.7	101.4	69.2	75.3	108.3	103.6
SNB-19	21.1	99.7	77.3	78.5	102.9	99.4
KM12	13.8	·	72.9	77.1	103.5	102.9
HCT-116	8.8*	103.1	58.7	38.7	98.0	108.5
SW-620	13.5	88.3	91.6	88.2	109.4	102.3
HT29	10.9	110.9	81.0	110.1	116.6	110.9
SNB-75	56.2	101.0	77.2	89.4	82.1	91.8
HCT-15	14.2	98.6	69.2	38.8	109.0	96.2

39. C[N+](C)(C)CCOC(=O)CCC(=O)OCC[N+](C)(C)C
40. COc1ccc(C(CC(=O)O)c2c(C)n(-c3ccccc3)[nH]c2=O)cc1 (stereo not drawn)
41. CC1(c2ccc(N)cc2)c2[nH]c3ccccc3c2C(C)(c2ccc(N)cc2)c2[nH]c3ccccc3c21 (stereo not drawn)
42. COc1c(O)cc2oc3cc(O[C@H]4O[C@H](CO)[C@@H](O)C(O)C4O)c(CC=C(C)C)c(O)c3c(=O)c2c1CC=C(C)C (stereo partly drawn)
43. C#CCOc1ccc(C2=NN(CCCC)C3N=C(Cl)c4ncn(CCCC)c4N23)cc1OCC#C (stereo not drawn)
44. Cc1cc(Nc2ccc3ccccc3c2)n2ncnc2n1

assay / compound	39	40	41	42	43	44
HCC-2998	102.8&104.4	101.5	110.3	96.8	106.6	93.0
SF-268	108.6&96.2	99.8	77.6	99.5	90.1	103.9
SNB-19	103.8&107.8	101.0	94.1	105.7	94.6	96.0
KM12	104.4&102.3	105.1	84.4	100.3	88.3	·
HCT-116	103.6&101.7	103.8	91.0	105.5	83.1	98.4
SW-620	107.8&105.8	103.2	86.5	114.4	88.7	102.2
HT29	101.4&105.0	111.0	92.7	95.0	96.9	94.4
SNB-75	104.9&95.6	91.7	82.8	105.6	83.3	83.1
HCT-15	112.2&105.7	98.2	95.3	109.6	88.9	88.8

# Three compounds out of the list, arranged by heavy-atom count, highest first:
41. CC1(c2ccc(N)cc2)c2[nH]c3ccccc3c2C(C)(c2ccc(N)cc2)c2[nH]c3ccccc3c21 (stereo not drawn)
44. Cc1cc(Nc2ccc3ccccc3c2)n2ncnc2n1
39. C[N+](C)(C)CCOC(=O)CCC(=O)OCC[N+](C)(C)C

assay / compound	41	44	39
HCC-2998	110.3	93.0	102.8&104.4
SF-268	77.6	103.9	108.6&96.2
SNB-19	94.1	96.0	103.8&107.8
KM12	84.4	·	104.4&102.3
HCT-116	91.0	98.4	103.6&101.7
SW-620	86.5	102.2	107.8&105.8
HT29	92.7	94.4	101.4&105.0
SNB-75	82.8	83.1	104.9&95.6
HCT-15	95.3	88.8	112.2&105.7

# Returning to the listing with the two entries that preceded the break.
43. C#CCOc1ccc(C2=NN(CCCC)C3N=C(Cl)c4ncn(CCCC)c4N23)cc1OCC#C (stereo not drawn)
44. Cc1cc(Nc2ccc3ccccc3c2)n2ncnc2n1
45. Nc1ccc2nc(-c3ccc(-c4nc5ccc(N)cc5[nH]4)cc3)[nH]c2c1
46. CCOC(=O)c1cnc(SCC)nc1SC#N
47. COc1ccccc1OCC(=O)N1CCCCCC1
48. C[N+](C)(C)CC(=O)N/N=C/c1ccc(Cl)cc1
49. CNCCN(C)c1ccc(Nc2cc(NC3CC3)n3ncc(C#N)c3n2)cc1NC(C)=O
50. O=c1[nH]c2nc[nH]c(=O)c2[nH]1
51. Cc1cc(O)c(C(C)C)cc1S(=O)(=O)O
52. Cc1ccc(C(=O)COC(=O)c2ccc3c(c2)C(=O)N(c2cccc4ncccc24)C3=O)cc1
53. CCCCCCCCCCOC(=O)c1nn(C(C)=O)c2cc(C)c(C)cc12

assay / compound	43	44	45	46	47	48	49	50	51	52	53
HCC-2998	106.6	93.0	99.2	108.1	108.0	104.9	10.2	108.8	108.5&105.6	102.1	104.7
SF-268	90.1	103.9	92.3	103.0	108.2	106.5	7.2*	114.8	110.6&105.4&102.7	105.5	102.2
SNB-19	94.6	96.0	110.7	109.9	96.2	126.7	10.1	110.9	105.6&96.4&111.4	106.3	104.8
KM12	88.3	·	91.0	101.0	97.3	105.9	8.5*	112.4	105.1&103.3&111.8	99.6	104.4
HCT-116	83.1	98.4	106.8	64.2	123.2	119.9	-5.5*	109.3	115.0&92.4&102.7	99.4	75.4
SW-620	88.7	102.2	107.7	60.0	100.0	106.7	-2.5*	114.7	113.9&102.5&107.5	105.8	97.3
HT29	96.9	94.4	100.6	81.5	95.2	96.8	16.4	98.1	103.4&98.9&92.3	89.5	92.1
SNB-75	83.3	83.1	99.2	93.1	91.4	101.0	-24.3*	86.2	99.4&84.0&86.0	94.7	115.4
HCT-15	88.9	88.8	105.3	63.3	103.0	108.1	9.8*	120.0	107.1&100.0&111.2	102.6	98.8

# Hits appear at their usual frequency; about 11% have a hit in one of these screens.
